CHRM1 antagonist: human M1 muscarinic receptor antagonists, primary screen, CHO-K1 cells, Fluo-8 calcium fluorescence, 1536-well. CHO-K1 hM1, ACh EC80 antagonist. inhibition, % at 3 µM. 1.3% of 360,000 active. AID 588852, 2011;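 active means percent inhibition above its own plate's cutoff, namely the mean of that plate's compound wells plus 3 SD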;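 further: peak over basal fluorescence ratio during 140 s after agonist addition; 0% = ACh EC80 plus DMSO and 100% = DMSO alone without agonist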
Target sequence (P11229 whole entry, looked up): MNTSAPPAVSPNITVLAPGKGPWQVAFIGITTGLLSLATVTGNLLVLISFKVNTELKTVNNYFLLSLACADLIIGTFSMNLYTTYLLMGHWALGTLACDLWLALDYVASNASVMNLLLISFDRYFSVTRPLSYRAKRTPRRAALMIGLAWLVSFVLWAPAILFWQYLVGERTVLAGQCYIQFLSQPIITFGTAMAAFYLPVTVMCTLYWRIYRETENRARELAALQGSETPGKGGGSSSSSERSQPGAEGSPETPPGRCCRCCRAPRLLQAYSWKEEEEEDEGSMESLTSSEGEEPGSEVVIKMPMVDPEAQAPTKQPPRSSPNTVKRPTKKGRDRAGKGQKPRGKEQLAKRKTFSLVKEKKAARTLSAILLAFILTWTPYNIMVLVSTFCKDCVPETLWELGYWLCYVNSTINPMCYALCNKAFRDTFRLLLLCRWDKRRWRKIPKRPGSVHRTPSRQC
M5 antag: human M5 muscarinic receptor antagonists, primary screen, CHO cells, Fluo-8 calcium fluorescence | 0.59% of 360,000 active | AID 624040, 2012 | inhibition, % at 3 µM | CHO-hM5 cells, ACh EC80 | Muscarinic acetylcholine receptor M5 (Homo sapiens), P08912;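 active means inhibition above a per-plate cutoff, the mean of that plate's test compounds plus 3 SD, cut at about 27% in these data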;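 further: 0% = acetylcholine EC80 with DMSO and 100% = DMSO without agonist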
M5 PAM: human M5 muscarinic receptor positive allosteric modulators, primary screen, CHO-K1 cells, Fluo-8 calcium fluorescence | Muscarinic acetylcholine receptor M5 (Homo sapiens), P08912 | CHO-K1 hM5, ACh EC20 PAM; 0% = ACh EC20, 100% = ACh EC100 | activation, % at 3 µM | 0.3% of 360,000 active | AID 624038, 2012;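 active means activation above the run cutoff, the mean activation of all test compounds plus 3 SD, cut at about 18% in these data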
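System: CHO-K1 cell line with stable human muscarinic M5 receptor expression | Also added: EC20 acetylcholine as agonist stimulus | Compound: One concentration, 3 µM final (nominal) | Timing: Fluo-8 loading 80 min at 37 °C plus 30 min room temperature | Measured by: Fluo-8 calcium dye fluorescence, kinetic read | Read-out basis: % activation, ACh-normalized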
M4 antag: human M4 muscarinic receptor antagonists, primary screen, CHO cells, Fluo-8 calcium fluorescence; Muscarinic acetylcholine receptor M4 (Homo sapiens), P08173; CHO-hM4 cells, ACh EC80; inhibition, % at 3 µM; 0.73% of 360,000 active; AID 624125, 2012;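 active means inhibition above its plate's cutoff, the mean inhibition of sample wells plus 3 SD, cut at about 27% in these data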;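 further: 0% = acetylcholine EC80 with DMSO and 100% = DMSO without agonist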
Target sequence (P08173 whole entry, looked up): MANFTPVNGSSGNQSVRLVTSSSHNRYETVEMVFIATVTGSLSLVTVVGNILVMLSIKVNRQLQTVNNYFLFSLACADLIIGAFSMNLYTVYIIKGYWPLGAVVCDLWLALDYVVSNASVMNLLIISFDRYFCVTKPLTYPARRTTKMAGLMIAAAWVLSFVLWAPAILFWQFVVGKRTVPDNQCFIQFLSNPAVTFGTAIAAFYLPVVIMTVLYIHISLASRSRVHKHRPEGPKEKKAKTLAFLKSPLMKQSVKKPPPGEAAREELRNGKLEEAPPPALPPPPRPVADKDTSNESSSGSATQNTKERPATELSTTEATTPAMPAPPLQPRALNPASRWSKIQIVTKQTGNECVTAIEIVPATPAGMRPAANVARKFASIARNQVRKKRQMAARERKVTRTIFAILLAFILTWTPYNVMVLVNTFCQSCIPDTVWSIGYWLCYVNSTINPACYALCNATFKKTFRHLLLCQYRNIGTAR
CRFR2-BP ag: agonists of CRF-BP/CRF-R2 complex, primary screen, cell-based, HEK293, calcium dye fluorescence, uHTS. AID 588473, 2011. activation, % at 13.2 µM. 0.46% of 350,000 active. CRF-binding protein / CRF receptor 2 complex (human). calcium dye fluorescence (FLIPR); percent of saturating CRF peptide response;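 active means activation of at least 50%, plus an integration ratio under a set limit after plate pattern correction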;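 further: plate controls were neutral control wells without compound for no effect and CRF at EC100 for full effect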
CHRM4 PAM: human M4 muscarinic receptor positive allosteric modulators, primary screen, CHO-K1 cells, Fluo-8 calcium fluorescence | CHO-K1 hM4/Gqi5, ACh EC20; 0% = ACh EC20, 100% = maximal ACh | Muscarinic acetylcholine receptor M4 (Homo sapiens), P08173 | 0.4% of 360,000 active | activation, % at 3 µM;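 active means activation above its plate's cutoff, the mean activation of sample wells plus 3 SD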; further: some results filed as inactive read as strong as hits
CHRM4 agonist: human M4 muscarinic receptor agonists, primary screen, CHO-K1 cells, Fluo-8 calcium fluorescence; CHO-K1 hM4/Gqi5; vehicle 0%, full acetylcholine response 100%; Muscarinic acetylcholine receptor M4 (Homo sapiens), P08173; activation, % at 3 µM; 0.14% of 360,000 active;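 active means activation above the run mean over all test wells plus 3 SD, cut at about 32% in these data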;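 further: peak over basal fluorescence ratio per well then scaled between controls; 0% = DMSO wells and 100% = acetylcholine at EC100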
CHRM1 PAM: human M1 muscarinic receptor positive allosteric modulators, primary screen, CHO-K1 cells, Fluo-8 calcium fluorescence, 1536-well; Muscarinic acetylcholine receptor M1 (Homo sapiens), P11229; CHO-K1 hM1, ACh EC20; 0% = ACh EC20, 100% = maximal ACh; activation, % at 3 µM; 0.088% of 360,000 active; AID 588819, 2011; in the data active means activation above about 19%, passing the limit was not always enough
CHRM5 agonist: human M5 muscarinic receptor agonists, primary screen, CHO-K1 cells, Fluo-8 calcium fluorescence; Muscarinic acetylcholine receptor M5 (Homo sapiens), P08912; activation, % at 3 µM; CHO-K1 hM5 cells; 0% DMSO wells, 100% maximal acetylcholine response; 0.19% of 360,000 active;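 active means activation above the run's mean over test compounds plus 3 SD, cut at about 23% in these data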;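 further: signal is peak over basal fluorescence ratio across the kinetic read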
The depositor's hits bear a star; / = not tested or not shown.

entry	structure	M5 PAM	CHRM1 antagonist	CHRM4 PAM	M4 antag	M5 antag	CRFR2-BP ag	CHRM4 agonist	CHRM5 agonist	CHRM1 PAM
1	COc1ccc(N2CCN(CCNC(=O)c3ccc4nc5ccccc5c(=O)n4c3)CC2)cc1	-4.5	-10.8	-6.5	7.8	8.7	-5.0	4.3	-1.7	2.8
2	Cc1cccc(/C=N/n2c(COc3ccccc3)n[nH]c2=S)c1	-2.1	-8.7	-3.1	-11.7	5.4	4.9	0.2	-1.6	4.9
3	S=c1nc[nH]c2c1ncn2-c1ccccc1	2.3	-2.3	2.4	0.3	10.7	-2.1	0.6	0.5	0.0
4	C#CCN1C(=O)S/C(=C\c2ccc(-c3ccc(Cl)c(C(=O)O)c3)o2)C1=O	13.2	-16.1	-1.0	0.3	-7.1	-0.3	0.1	3.8	18.8
5	Cc1ccc(S(=O)(=O)N(C)C)cc1NC(=O)COC(=O)/C=C/c1ccc(F)cc1	10.9	-6.5	2.7	0.0	-6.7	-0.7	0.0	4.0	9.5
6	CC(C)NC(=O)C1(C)CCN1Cc1ccc(-c2ccccc2)cc1 (stereo not given)	-0.6	7.2	-6.3	1.5	6.8	/	0.2	-1.7	-8.2
7	CC1(C)CC(=O)C2=C(C1)OC(N)=C(C#N)C21CCN(Cc2ccccc2)CC1	0.1	-6.3	9.6	-0.7	-4.2	2.2	1.1	-0.9	6.4
8	Cc1cc(NC(CC(C)C)C(=O)O)nc(Cc2ccccc2)n1 (stereo not given)	0.1	-5.2	-3.0	10.9	-3.6	-1.0	-0.2	-2.0	0.8
9	COc1ccc(NC(=S)NC(=O)c2ccc3c(c2)OCCO3)cc1	2.1	-3.1	6.0	-0.9	1.9	2.5	1.0	2.3	6.4
10	COc1ccc2c(c1)nc(N)n2Cc1ccccc1	-7.9	-28.9	4.4	-3.7	2.8	0.1	5.6	4.7	5.6
11	C/C(=N/NC(=O)C1COc2ccccc2O1)c1ccco1 (stereo not given)	6.3	-0.1	7.5	5.4	0.2	-2.2	0.0	-1.2	0.7
12	CN(C)C(CNC(=O)C1CCN(C(=O)/C=C/c2ccccc2)CC1)c1ccccc1 (stereo not given)	0.1	-0.2	-1.2	-3.1	7.0	-0.7	2.8	-4.0	-1.7
13	CC(C)CC(=O)N1CCN(Cc2ccc(Cl)cc2)CC1	-3.5	-13.3	-1.6	2.6	9.8	-0.8	0.0	-4.8	4.2
14	O=C(CC(=O)N/N=C/c1c(Cl)cccc1Cl)NCc1cccnc1	0.4	-20.6	7.3	7.8	5.2	0.4	2.3	-5.9	18.8
15	O=C(COC(=O)c1cccc(S(=O)(=O)N2CCOCC2)c1)Nc1ccc(Cl)cn1	-7.5	-11.3	0.6	5.5	8.6	3.0	2.7	3.2	5.5
16	Cn1c(=O)c2cc(NC(=O)Nc3cccnc3)ccc2n1Cc1cccc(C(F)(F)F)c1	1.6	-10.5	2.0	-8.9	-2.4	/	-0.2	0.2	4.1
17	CC(C)c1ccc(NC(=O)CCNC(=O)N2CC(=O)Nc3ccccc32)cc1	1.3	-20.0	0.8	-7.8	-4.2	-0.8	1.9	-4.2	7.0
18	CCOC(=O)c1c(NC(=O)CCS(=O)(=O)c2ccccc2)sc2c1CCN(C(C)C)C2	2.9	0.1	-3.5	-4.7	0.1	10.3	3.9	-3.9	-2.3
19	CS(=O)c1nc(-c2ccc(Br)cc2)cc(-c2ccccc2)c1C#N (stereo not given)	-7.3	-6.7	3.4	8.3	13.4	4.8	3.8	-1.0	4.1
20	CC(=O)N(C(C)=O)c1nc(-c2ccccc2)cn1/N=C/c1cccc([N+](=O)[O-])c1	-4.0	2.7	-14.4	-0.2	12.2	0.2	0.4	-1.1	0.0
21	CC(C)Oc1cc(F)ccc1-c1cc(C(=O)NCc2cccs2)[nH]n1	-3.8	-2.1	-0.8	-2.2	5.6	/	2.4	-1.9	-4.2
22	COC(=O)C1=C(C)N(Cc2ccccc2)C(=NCc2cccc(Cl)c2)N[C@H]1c1ccccc1	2.8	-1.9	-0.1	9.8	2.6	2.3	9.0	-0.9	-1.2
23	Cc1cc(NC(=O)c2ccc(C)s2)n(-c2nc3ccccc3[nH]2)n1	-3.8	-10.8	-3.1	-3.3	-0.7	-1.7	0.0	-1.7	3.6
24	COc1ccccc1C(=O)N/C(=C\c1cn(S(=O)(=O)N(C)C)c2ccccc12)C(=O)N1CCN(C)CC1	-10.7	-1.1	1.5	-25.3	3.8	5.3	16.7	1.7	-6.6
25	NC(=O)Nc1ccc(Oc2ncc(C(F)(F)F)cc2Cl)cc1	4.1	-0.5	1.4	2.4	0.3	-0.6	0.4	2.8	14.1

Some of these compounds in order of the CHRM4 agonist value, descending.
entry	smiles	CHRM1 antagonist	CHRM4 PAM	M4 antag	M5 antag	CRFR2-BP ag	CHRM4 agonist	CHRM5 agonist	CHRM1 PAM
7	CC1(C)CC(=O)C2=C(C1)OC(N)=C(C#N)C21CCN(Cc2ccccc2)CC1	-6.3	9.6	-0.7	-4.2	2.2	1.1	-0.9	6.4
3	S=c1nc[nH]c2c1ncn2-c1ccccc1	-2.3	2.4	0.3	10.7	-2.1	0.6	0.5	0.0
25	NC(=O)Nc1ccc(Oc2ncc(C(F)(F)F)cc2Cl)cc1	-0.5	1.4	2.4	0.3	-0.6	0.4	2.8	14.1
6	CC(C)NC(=O)C1(C)CCN1Cc1ccc(-c2ccccc2)cc1 (stereo not given)	7.2	-6.3	1.5	6.8	/	0.2	-1.7	-8.2
11	C/C(=N/NC(=O)C1COc2ccccc2O1)c1ccco1 (stereo not given)	-0.1	7.5	5.4	0.2	-2.2	0.0	-1.2	0.7

Returning to the listing, repeating the 2 entries before the break.
entry	structure	M5 PAM	CHRM1 antagonist	CHRM4 PAM	M4 antag	M5 antag	CRFR2-BP ag	CHRM4 agonist	CHRM5 agonist	CHRM1 PAM
24	COc1ccccc1C(=O)N/C(=C\c1cn(S(=O)(=O)N(C)C)c2ccccc12)C(=O)N1CCN(C)CC1	-10.7	-1.1	1.5	-25.3	3.8	5.3	16.7	1.7	-6.6
25	NC(=O)Nc1ccc(Oc2ncc(C(F)(F)F)cc2Cl)cc1	4.1	-0.5	1.4	2.4	0.3	-0.6	0.4	2.8	14.1
26	COC(=O)c1cc(CSc2nc3ccc(C)cc3[nH]2)oc1C	-11.6	12.1	-1.2	14.0	6.3	-2.9	4.4	0.7	-4.1
27	CN(C1=NS(=O)(=O)c2ccccc21)c1ccc(OC(=O)c2ccccc2)cc1	0.3	-3.9	1.8	-7.0	5.7	-0.5	1.6	-3.0	9.7
28	CCn1c(COc2ccc(=O)n(-c3ccccc3)n2)n[nH]c1=S	-2.7	5.1	9.7	6.1	11.2	-0.1	0.4	1.6	2.0
29	Cc1oc(-c2ccccc2Cl)nc1CN1CCCCC1c1cccnc1 (stereo not given)	0.0	-3.0	-0.2	-4.9	5.5	2.1	-0.1	-6.2	8.3
30	N/C(=N\OC(=O)Cc1cccs1)c1ccc(Cl)cc1	8.5	-9.5	-9.1	0.3	-6.0	-4.2	-1.2	-0.4	4.9
31	O=C1CC2(CCN(C(=O)c3ccc(Cl)cc3)CC2)Oc2ccccc21	-6.7	6.6	-8.1	5.1	10.3	1.3	14.7	0.3	-0.9
32	CSc1nsc(SC)c1NC(=O)OCC1CCCO1 (stereo not given)	-4.0	-9.4	-2.9	-3.9	1.2	-2.3	0.5	-3.2	5.1
33	O=C(/C=C/c1c(Cl)nc2ccccn12)Nc1ccc(F)cc1	-4.9	19.5	0.5	1.0	9.4	-0.9	1.2	-3.9	-4.1
34	C=CCOC(=O)C1=C[C@H](C2CCCCC2)C[C@H](OCc2ccc(CO)cc2)O1	-3.6	-6.9	9.3	17.3	19.4	2.2	0.0	0.8	9.4
35	CCN(CC)c1ccc(NC(=O)c2cccc(OC)c2)c(C)c1	-11.4	1.4	-2.1	1.4	11.4	-2.9	1.1	-2.6	4.1
36	CCN(CC)CCCNC(=O)CC1Sc2ccccc2NC1=O (stereo not given)	0.3	-4.2	-0.2	8.7	-8.2	-2.6	0.1	-5.6	-0.7
37	CC(C)c1ccc2nc(N)sc2c1	7.6	-5.8	8.5	-2.4	-1.3	-0.5	0.8	-0.7	11.2
38	Cc1sc(NC(=O)COc2cccc(-n3cnnn3)c2)c(C#N)c1C	1.3	-0.5	-4.9	8.6	-6.0	-4.2	0.4	0.2	-0.1
39	Cc1c(NC(=O)c2ccc(Cl)c(S(=O)(=O)N3CCOCC3)c2)c(=O)n(-c2ccccc2)n1C	-0.1	-3.1	10.5	-8.0	5.3	-1.6	1.0	-4.7	1.6
40	Cc1cc(C(=O)O)ccc1N/C=C1\CCCC(C)C1=O (stereo not given)	-1.8	-5.7	-2.0	9.4	4.2	-1.0	0.5	-1.1	2.8
41	CCOC(=O)c1cc2sc(C)cc2n1CC(=O)N(CC)CC	2.2	-7.4	-3.2	6.9	3.7	-1.1	0.0	-5.3	8.5
42	CCc1c(C)c2cc(Cl)c(O)c(CN3CCCCC3)c2oc1=O	3.7	-3.3	15.6	-4.0	-3.7	-0.8	-0.7	-2.4	7.2
43	COc1cc(C(=O)NCC(c2cccs2)N2CCOCC2)cc(Br)c1OCc1ccccc1 (stereo not given)	-8.2	2.4	-8.4	5.9	18.1	0.3	7.8	-2.6	3.2
44	CN(C)C(=O)Nc1ccccc1	-1.7	3.6	-6.8	10.4	8.1	-0.5	-0.5	2.8	-0.3
45	CCN(CC)c1ccc(C2Nc3cccc4cccc(c34)N2)c(O)c1	-3.3	-3.8	13.8	6.7	6.9	1.3	0.1	0.2	-1.6
46	CC(C)CC(C(=O)Nc1oc(-c2ccco2)c(-c2ccco2)c1C#N)N1C(=O)c2ccccc2C1=O (stereo not given)	9.2	-12.6	-2.3	-0.6	-6.7	-1.3	1.0	-0.9	0.0
47	O=C(NNC(=O)c1cccc(S(=O)(=O)N2CCN(c3ccccc3)CC2)c1)c1ccc(Cl)cc1	-6.5	-4.6	2.7	6.9	-3.3	-0.7	3.0	-0.2	-5.5
48	CCOC(=O)c1nn(-c2ccc(Br)cc2)cc1C(=O)c1cccc2ccccc12	-1.9	-2.4	6.3	0.6	-4.2	0.9	0.0	0.8	0.3
49	CN(C)CCNC(=O)/C(=C/c1cccc([N+](=O)[O-])c1)NC(=O)c1ccccc1	5.6	-2.8	2.1	2.7	-3.9	-0.7	0.5	-3.2	4.3
50	Cc1cc(C(=O)N/N=C2\CC(=O)CC(C)(C)C2)c(C)n1-c1ccc(F)cc1	3.2	0.1	-3.4	4.0	0.0	1.0	1.1	-0.6	8.3

Single entries from the results shown.
CCOC(=O)c1cc2sc(C)cc2n1CC(=O)N(CC)CC in M4 antag reads 6.9
Cc1cc(C(=O)O)ccc1N/C=C1\CCCC(C)C1=O (stereo not given) in CHRM4 PAM reads -2.0
